Source: PubChem BioAssay
TNAP inh noacc = inhibitors of human TNAP without phosphate acceptor | 200,000 tested, 0.26% active | inhibition, % at 20 µM | P05186 | purified TNAP, CDP-star luminescence, 30 min | AID 1012;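 active means tissue-nonspecific alkaline phosphatase inhibition above about 50% at 20 µM in the single-dose screen, limit read from the data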;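 further: 0% = DMSO negative control and 100% = EDTA positive control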
Target sequence (P05186 whole entry, looked up): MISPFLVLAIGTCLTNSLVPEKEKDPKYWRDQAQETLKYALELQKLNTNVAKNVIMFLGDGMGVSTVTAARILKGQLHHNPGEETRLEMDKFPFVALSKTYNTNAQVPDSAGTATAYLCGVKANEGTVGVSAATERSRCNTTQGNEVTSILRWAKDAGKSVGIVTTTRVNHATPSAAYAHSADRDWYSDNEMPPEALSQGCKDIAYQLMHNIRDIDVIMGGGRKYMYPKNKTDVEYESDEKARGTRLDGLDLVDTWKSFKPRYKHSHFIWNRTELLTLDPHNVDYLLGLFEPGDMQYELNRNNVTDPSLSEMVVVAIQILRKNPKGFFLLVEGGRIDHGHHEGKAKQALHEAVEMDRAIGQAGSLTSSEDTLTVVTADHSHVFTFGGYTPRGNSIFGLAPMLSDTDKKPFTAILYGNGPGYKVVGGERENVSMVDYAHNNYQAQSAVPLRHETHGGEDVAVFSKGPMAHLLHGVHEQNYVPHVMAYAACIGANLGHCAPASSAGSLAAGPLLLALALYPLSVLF
bIAP act = intestinal alkaline phosphatase (bovine) activation; activation factor at 20 µM; purified bovine IAP, CDP-star luminescence, 30 min; active compounds read high; fold of DMSO-control signal, blank-subtracted; 200,000 tested, 0.17% active;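 active means activation factor of 2 or more at 20 µM, a signal rise over negative controls twice the positive control's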
APP 5UTR inh = APP translation inhibition; inhibition, % at 2 µM; 190,000 tested, 0.82% active; SH-SY5Y APP 5'UTR-luciferase reporter, luminescence; AID 1285;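 active means inhibition above a set limit, derived from the sample mean plus 3 SD, cut at about 45% in these data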; further: values of inactives mirror those of a sister screen read the other way
TNAP inh hi DEA = blocks human TNAP under high phosphate acceptor concentration. purified TNAP, CDP-star luminescence, 1 M DEA. AID 1135. 200,000 tested, 0.03% active. inhibition, % at 20 µM. P05186;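 active means over 50% inhibition of tissue-nonspecific alkaline phosphatase at 20 µM in the single-dose screen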;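 further: plate controls were DMSO wells for no effect and EDTA-quenched wells as full inhibition for full effect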
RAM network inh = blocks the yeast RAM network | S. cerevisiae dse1pr::URA3 reporter, 5-FOA growth OD615, 2 d; analog-sensitive cbk1-as2 kinase mutant strain | inhibition, % at 50 µM | 190,000 tested, 1.8% active;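 active means inhibition above a set limit, 3 SD over mean compound inhibition, cut at about 8.4% in these data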;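 further: 0% = DMSO-only wells with no growth and 100% = 10 µM 1-NA-PP1 full growth; inhibition rescues growth on 5-FOA so higher OD means more RAM inhibition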
bIAP inh = blocks bovine intestinal alkaline phosphatase activity; purified bovine IAP, CDP-star luminescence, 30 min; inhibition, % at 20 µM; 190,000 tested, under 10 active; AID 1019;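 active means over 50% inhibition of intestinal alkaline phosphatase at 20 µM in the single-dose screen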
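Assay system – bovine IAP enzyme · Quantity – bovine IAP at 1/65,000,000 final dilution · Detection – CDP-star luminescence signal · Times – 30 min reaction at room temperature · Also added – CDP-star substrate at 30 µM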
FLuc inhib CS = inhibits firefly luciferase, flagging false hits in luciferase inhibition screens. 200,000 tested, 1.5% active. inhibition, % at 10 µM. ATPLite firefly luciferase biochemical luminescence, 10 min;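 active means inhibition above about 50% when tested at 10 µM, limit read from the data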
Target sequence (P08659 whole entry, looked up): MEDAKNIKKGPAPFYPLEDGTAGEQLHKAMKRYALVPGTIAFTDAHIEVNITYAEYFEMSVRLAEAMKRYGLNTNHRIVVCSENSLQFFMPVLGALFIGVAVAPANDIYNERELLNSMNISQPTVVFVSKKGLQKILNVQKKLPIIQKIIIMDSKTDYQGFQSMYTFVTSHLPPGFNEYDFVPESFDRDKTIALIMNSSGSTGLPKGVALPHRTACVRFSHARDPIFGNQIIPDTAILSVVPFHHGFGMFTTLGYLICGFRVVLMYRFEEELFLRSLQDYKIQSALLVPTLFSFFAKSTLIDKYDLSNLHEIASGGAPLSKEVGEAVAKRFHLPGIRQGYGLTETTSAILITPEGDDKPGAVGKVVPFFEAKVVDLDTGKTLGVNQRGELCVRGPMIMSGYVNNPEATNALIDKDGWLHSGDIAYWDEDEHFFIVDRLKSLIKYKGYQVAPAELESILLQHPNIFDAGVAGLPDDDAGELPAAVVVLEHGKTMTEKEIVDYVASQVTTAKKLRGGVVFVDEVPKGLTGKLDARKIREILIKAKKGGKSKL
FLuc act counter = firefly luciferase counter-screen for stimulation assays; P08659; ATPlite luciferase biochemical, luminescence, 10 min; 0 = ATP-free wells, 1 = DMSO control; activation factor at 10 µM; 200,000 tested, under 10 active; AID 1027;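 active means luciferase activation factor, scaled between plate controls, of at least 2 with compound at 10 µM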
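Assay system – cell-free luciferase reagent · Medium – PBS-based ATP solution · Dosing – test compounds dosed from 2 mM stocks in 100% DMSO · Timing – 10 min, room temperature · Technique – light output (luminescence) · Measure – luminescence gain marking luciferase activators · Controls – No-ATP low control, compound-free enzyme-plus-ATP high control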
L major viab = inhibitors of Leishmania major promastigote growth; Leishmania major promastigotes, resazurin fluorescence viability; inhibition, % at 10 µM; 200,000 tested, 9% active; AID 1063; in the data active means inhibition above about 50%;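 further: promastigotes grown with compound for 44 hours at 28 °C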
TNAP act hi DEA = activators of human TNAP at high phosphate acceptor concentration; P05186; purified TNAP, CDP-star luminescence, 1 M DEA, 30 min; active compounds read high; 0 = EDTA background, 1 = DMSO-only activity; activation factor at 20 µM; 200,000 tested, under 10 active; AID 1136;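 active means activation factor at least 2 at 20 µM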
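Assay system: human TNAP; Input: enzyme diluted 1/800 final; Reagent: CDP-star luminogenic substrate at 100 µM final; Timing: 30 min, room temperature; Signal: luminescence; Evaluation: TNAP activation factor scaled between EDTA and DMSO control wells.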
An asterisk follows results filed as active; . = no result given.

SMILES | TNAP inh noacc | bIAP act | APP 5UTR inh | TNAP inh hi DEA | RAM network inh | bIAP inh | FLuc inhib CS | FLuc act counter | L major viab | TNAP act hi DEA
O=C1Cc2ccccc2N1c1c(Cl)cccc1Cl | -8 | 0.9 | 1 | 1 | 0.2 | 9 | -3 | 1 | 6 | 1
CNC(=O)NC(=O)C(C)OC(=O)c1c(C)noc1C (stereo not given) | -6 | 0.7 | 9 | 2 | 0.3 | 31 | -3 | 1 | 3 | 1
Cc1ccc(-c2nc3ncccn3c2Nc2ccc3c(c2)OCCO3)cc1 | -5 | 0.9 | -26 | -6 | 1.4 | 10 | -9 | 1.1 | -1 | 1.1
Cc1ccc(C2C(C(=O)c3cc4ccccc4o3)=C(O)C(=O)N2CCN2CCOCC2)o1 (stereo not given) | -2 | 1.1 | -10 | -2 | 0.7 | -6 | 0 | 1 | -13 | 1
CCc1ccc(N2C(=O)Cc3c2nc(N)c(C#N)c3N)cc1 | -13 | 1 | -28 | -6 | 2.7 | 4 | -6 | 1.1 | 7 | 1.1
COc1ccc(N2CCN(C(=O)CN(C)S(=O)(=O)c3cnc[nH]3)CC2)cc1 | -7 | 0.9 | -20 | -2 | 0.5 | 9 | -8 | 1.1 | -3 | 1
COc1ccccc1OCC(=O)n1cc(C(=O)c2cc(Cl)cc(Cl)c2O)cn1 | -12 | 0.9 | -8 | -3 | -1.5 | 13 | -4 | 1 | -8 | 1
O=C(c1ccccc1)c1sc(N2CCCCCC2)nc1-c1ccccc1 | -12 | 0.9 | 0 | -6 | 12* | 10 | -4 | 1 | 13 | 1.1
Cc1cc(C)nc(SC2CCCCC2NS(=O)(=O)c2ccccc2)n1 (stereo not given) | -30 | 1 | . | 0 | 0.4 | -2 | -9 | 1.1 | 4 | 1
Cn1c(CCNC(=O)c2ccc(Cl)cc2)n[nH]c1=S | 7 | 0.9 | 4 | -1 | 3.2 | 9 | -2 | 1 | -2 | 1
Cc1cccc(NC(=O)c2ccc([N+](=O)[O-])s2)c1C | -9 | 1.1 | 3 | 2 | 0.1 | -10 | 1 | 1 | 100* | 1
C/C(=N\NC(=O)C(=O)Nc1ccc(C)cc1)c1ccncc1 | -22 | 0.9 | 1 | -3 | -0.4 | 9 | -5 | 1 | -4 | 1
Cc1cccc2c(CC(=O)Nc3ccccc3)noc12 | -6 | 0.2 | 2 | -6 | 2.1 | . | -9 | 1.1 | -5 | 1.1
CC(NC(=O)CCc1nnc(C2(c3ccc(Cl)cc3)CCC2)o1)C1CC1 (stereo not given) | -7 | 1 | -6 | -1 | 1.6 | 1 | -7 | 1.1 | -2 | 1
CC(NC(=O)CSc1nnc(-c2cccc(S(=O)(=O)N3CCCCC3)c2)o1)C12CC3CC(CC(C3)C1)C2 (stereo not given) | -10 | 1 | -1 | -7 | 3.7 | 0 | -6 | 1.1 | 96* | 1.1
O=C(Cn1cccc1C(=O)c1ccccc1)NCc1ccc(Cl)cc1 | -10 | 0.8 | -13 | -1 | 4.7 | 16 | -8 | 1.1 | 4 | 1
O=C(COc1cccnc1[N+](=O)[O-])NC1CCS(=O)(=O)C1 (stereo not given) | 0 | 0.9 | -4 | 0 | 2.0 | 7 | -10 | 1.1 | -5 | 1
COCCN(CCOC)CC(O)COC(c1ccccc1)c1ccccc1 (stereo not given) | -18 | 1.1 | 10 | -7 | 1.8 | -12 | -10 | 1.1 | 3 | 1.1
CCOC(=O)CN1C(=O)NC2NC(=O)NC21 (stereo not given) | -13 | 0.9 | -3 | -2 | 1.1 | 6 | -4 | 1 | -2 | 1
COCCNCCOCCOc1cccc(OC)c1 | -10 | 1 | 6 | 0 | 0.8 | 3 | -4 | 1 | 2 | 1

Entries of single compounds, looked up by structure:
Shown for O=C1Cc2ccccc2N1c1c(Cl)cccc1Cl → TNAP inh noacc: -8; bIAP act: 0.9; APP 5UTR inh: 1; TNAP inh hi DEA: 1; RAM network inh: 0.2; bIAP inh: 9; FLuc inhib CS: -3; FLuc act counter: 1; L major viab: 6; TNAP act hi DEA: 1
Shown for Cn1c(CCNC(=O)c2ccc(Cl)cc2)n[nH]c1=S → TNAP inh noacc: 7; bIAP act: 0.9; APP 5UTR inh: 4; TNAP inh hi DEA: -1; RAM network inh: 3.2; bIAP inh: 9; FLuc inhib CS: -2; FLuc act counter: 1; L major viab: -2; TNAP act hi DEA: 1
Shown for O=C(c1ccccc1)c1sc(N2CCCCCC2)nc1-c1ccccc1 → TNAP inh noacc: -12; bIAP act: 0.9; APP 5UTR inh: 0; TNAP inh hi DEA: -6; RAM network inh: 12*; bIAP inh: 10; FLuc inhib CS: -4; FLuc act counter: 1; L major viab: 13; TNAP act hi DEA: 1.1

Continuation:
SMILES | TNAP inh noacc | bIAP act | APP 5UTR inh | TNAP inh hi DEA | RAM network inh | bIAP inh | FLuc inhib CS | FLuc act counter | L major viab | TNAP act hi DEA
CCC(C)(C)C1CCC2(CC1)NC(=O)N(CC(=O)Nc1nc(-c3ccc(C)cc3)cs1)C2=O (stereo not given) | -7 | 1 | . | -6 | 4.9 | 1 | -8 | 1.1 | 1 | 1.1
O=C(COc1c(F)c(F)c(C(F)(F)F)c(F)c1F)Nc1ccc(N2CCOCC2)c(Cl)c1 | 1 | 0.9 | -6 | -2 | 5.1 | 7 | -13 | 1.1 | 2 | 1
CN(C(=O)c1ccccc1NC(=O)C(F)(F)F)c1ccccc1 | -7 | 1 | -7 | -1 | 1.9 | 2 | -3 | 1 | -1 | 1
COc1ccc(CCNC(=O)CN2CCOc3ccccc32)cc1OC | -10 | 1.2 | -12 | -3 | -0.4 | -22 | 11 | 0.9 | -6 | 1
CCn1c(COc2ccc(=O)n(-c3ccccc3)n2)n[nH]c1=S | -2 | 1 | 13 | 0 | -0.7 | 4 | -3 | 1 | -8 | 1
O=C(Nc1ccccc1F)c1ccncc1 | -9 | 1.1 | -9 | -4 | -0.5 | -7 | 0 | 1 | -2 | 1
Cc1cc2cc(CN(Cc3ccco3)C(=O)C3CCCCC3)c(=O)[nH]c2cc1C | -15 | 1 | -6 | -8 | 5.4 | 4 | -9 | 1.1 | 14 | 1.1
NS(=O)(=O)c1ccc(CNC(=O)c2cc(-c3ccccn3)nc3ccc(Cl)cc23)cc1 | -8 | 1 | 4 | -3 | 6.3 | 2 | -6 | 1.1 | 3 | 1
COC(=O)N1CCN(c2ccc(C)cc2)C(C)C1 (stereo not given) | -5 | 1 | -22 | -5 | 0.3 | -1 | -6 | 1.1 | 0 | 1.1
COc1ccc(NC(=O)COC(=O)CC2CC3CCC2C3)c([N+](=O)[O-])c1 (stereo not given) | 9 | 1 | 8 | 5 | 2.1 | 3 | -5 | 1 | 2 | 1
CCn1c(=O)c(=O)[nH]c2cc(C(=O)N3CCN(Cc4ccc5c(c4)OCO5)CC3)ccc21 | 7 | 1 | -4 | -6 | -0.6 | -5 | -9 | 1.1 | -7 | 1.1
CC(C)CNS(=O)(=O)c1ccc2c(c1)OCCO2 | -11 | 1 | 11 | -5 | 1.3 | 2 | -4 | 1 | -4 | 1.1
Cc1ccc(N2C(=O)Nc3ccc(Br)cc3C2(O)C(=O)NCCCN(C)C)cc1C (stereo not given) | 1 | 1.1 | -2 | -2 | 2.2 | -6 | -9 | 1.1 | -4 | 1
CC(=O)c1cc(C)ccc1OC(=O)c1cccnc1 | -4 | 1 | -31 | -2 | 0.8 | 4 | -1 | 1 | -12 | 1
CCCCCC(=O)N/N=C/c1ccccc1[N+](=O)[O-] | 0 | 1 | -7 | -4 | -0.3 | 4 | -2 | 1 | -3 | 1
O=C(CCc1c[nH]c2ccccc12)NCC1CCCO1 (stereo not given) | -8 | 0.8 | 5 | -4 | -0.1 | 19 | -6 | 1.1 | -4 | 1
CCOC(=O)c1c(C)c(C(=O)NCc2ccccc2OC)c(C)n1C | -2 | 0.9 | 12 | 0 | 0.7 | 9 | 0 | 1 | -6 | 1
O=C(NCc1cccnc1)c1ccc(Cl)c(S(=O)(=O)N2CCCCCC2)c1 | -6 | 1 | -15 | -4 | -0.7 | 4 | -3 | 1 | 21 | 1
COc1ccc(NC(=O)Nc2nnc(C(C)C)s2)cc1 | -1 | 0.9 | -69 | -1 | 0.0 | 5 | 12 | 0.9 | -4 | 1
O=C(Cn1cnc2c(nnn2Cc2ccc(Cl)cc2)c1=O)NC1CCCC1 | -18 | 0.8 | -1 | -6 | 2.5 | 23 | -6 | 1.1 | -2 | 1.1
COc1ccc(-n2cc(CNC3CCOCC3)c(-c3cccc(F)c3)n2)cc1 | -3 | 1 | -7 | -8 | 0.1 | 3 | -2 | 1 | 32 | 1.1
Cn1nc([N+](=O)[O-])nc1Sc1ccc(C(C)(C)C)cc1 | -10 | 0.9 | -4 | -5 | -0.2 | 12 | -4 | 1 | 41 | 1
Cc1ccc(-c2oc3ncnc(N)c3c2-c2ccc(C)cc2)cc1 | -5 | 1 | -10 | -8 | 2.0 | 4 | -5 | 1.1 | -6 | 1.1
COc1ccc2[nH]c3c(=O)n4c(nc3c2c1)SCCC4 | -12 | 1 | -13 | -1 | 6.1 | 2 | 7 | 0.9 | 21 | 1
CCOC(=O)c1ccc(S(=O)(=O)N2CCN(S(=O)(=O)CC)CC2)cc1 | -10 | 0.9 | -10 | -1 | 3.2 | 7 | -2 | 1 | 1 | 1
CCOC(=O)c1c(N)sc2c1CCC(C)C2 (stereo not given) | -14 | 1 | -12 | -4 | -1.4 | 0 | 0 | 1 | -1 | 1
O=C(Cn1c(=O)c(=O)n(Cc2ccccc2)c2ccc(Cl)cc21)Nc1cc(F)ccc1F | -1 | 1 | 7 | -3 | 3.2 | 4 | -10 | 1.1 | 43 | 1
O=C(Nc1c(C(=O)c2ccccc2)oc2ccccc12)c1cc(-c2ccccc2O)n[nH]1 | -85 | 1.2 | -15 | 3 | 6.0 | -24 | -7 | 1.1 | 22 | 1
Cc1cc(C(=S)N2CCOCC2)c(C)n1-c1ccc(Cl)cc1 | -1 | 1 | 5 | 6 | 0.7 | -2 | 5 | 1 | 6 | 0.9
COc1ccc(NC(=O)CCSc2ccc3ccccc3n2)cc1 | -13 | 1 | 11 | -1 | 7.0 | 1 | -6 | 1.1 | 20 | 1
CCCCC1(CC)C(=O)NC(=O)NC1=Nc1ccc(OC)cc1 (stereo not given) | -13 | 0.9 | -17 | -7 | 0.3 | 10 | -9 | 1.1 | -1 | 1.1
CC(C)C(=O)Nc1ncc(Cc2ccc(Cl)cc2)s1 | -12 | 1.1 | 14 | -3 | 4.0 | -5 | -2 | 1 | 11 | 1
CCOC(=O)C1=C(C)NC2=C(C(=O)CC(c3cccs3)C2)C1c1cccs1 (stereo not given) | -9 | 1 | -6 | -3 | 0.0 | 5 | -5 | 1 | 16 | 1
Cc1cc(C(F)F)n2ncc(C(=O)NC3CCCCCC3)c2n1 | 0 | 0.9 | -5 | 1 | 2.7 | 12 | -4 | 1 | 0 | 1
Nc1nonc1C(=O)NCCN=Cc1cc(Cc2ccccc2)cc(Br)c1O | 15 | 1 | -4 | -5 | -1.4 | 4 | -13 | 1.1 | -7 | 1
